D2 agonist: activates the human D2 dopamine receptor; P14416; HEK293 T-REx D2 cells, calcium flux agonist mode; activation, % at 2 µM; actives 0.53% (n = 340,000); AID 485358;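 active = activation over 3 SD above normal in the single-dose calcium agonist read, cut at about 30% in these data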; note: 0% is about no effect
Target sequence (P14416 whole entry, looked up): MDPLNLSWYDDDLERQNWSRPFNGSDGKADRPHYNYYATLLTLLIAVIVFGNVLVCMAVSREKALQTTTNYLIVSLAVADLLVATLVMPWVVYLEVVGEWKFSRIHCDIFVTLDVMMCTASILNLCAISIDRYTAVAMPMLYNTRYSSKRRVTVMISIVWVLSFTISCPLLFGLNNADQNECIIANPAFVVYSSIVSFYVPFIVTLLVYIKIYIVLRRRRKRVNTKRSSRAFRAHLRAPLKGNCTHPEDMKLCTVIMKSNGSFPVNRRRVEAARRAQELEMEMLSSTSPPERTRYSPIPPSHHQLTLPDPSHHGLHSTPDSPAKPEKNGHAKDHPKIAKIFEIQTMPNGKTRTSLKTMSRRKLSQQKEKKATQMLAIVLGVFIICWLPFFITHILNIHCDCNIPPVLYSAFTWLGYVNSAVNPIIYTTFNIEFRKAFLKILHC
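HEK293 Trex D2 cells, tetracycline-induced, o/n 30 C 5% CO2; no-wash Ca dye, RT 30–90 min; 10-cycle baseline, 23 nl cpd added, kinetic Ca read 180 s; agonist hits = positive Ca response.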
USP1 inh: blocks the human USP1/UAF1 deubiquitinase complex. O94782. recombinant USP1/UAF1, Ub-Rhodamine cleavage fluorescence. Potency, µM (top dose mostly 57.1 µM), for the others: at the top dose activity change, negative = inhibition, usual class: inhibitors. actives 0.23% (n = 390,000). AID 743255; note: potency is the fitted concentration of half-maximal effect; % is set by controls: 0 for no effect and ±100 for the full control effect; nearly all actives have a fitted effect of over 60% in size; inactives centre near -12
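In this screen, compounds sit with the deubiquitinase complex (1nM) for 15 min at room temperature before Ub-Rho is added at 150nM final. Fluorescence rise is then followed for 6 reads every 60 seconds.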
TrxR1 substrate: is turned over as a substrate by rat TrxR1. O89049. purified TrxR1 substrate turnover, NADPH consumption readout. Potency, µM (series often up to 114 µM), for inactives: top-dose activity change, negative = substrate turnover. actives 0.01% (n = 390,000). AID 588456; note: potency is the fitted concentration of half-maximal effect; % is set by controls: 0 for no effect and ±100 for the full control effect; nearly all actives have a fitted effect of over 50% in size
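Rat TrxR1, dispensed at 90 nM, was prereduced with 400 uM NADPH (final) for 5 min at ~22 deg C, then incubated with compound 15 min before 400 uM selenite. A first-read NADPH fluorescence drop versus no-compound background flagged substrates.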
IDH1 R132H inh: inhibitors of human mutant IDH1 R132H | IDH1-R132H enzyme, NADPH consumption, diaphorase/resazurin fluorescence | Potency, µM (titrated, usually from 76.6 µM), inactives show at the top dose activity change, negative = inhibition, actives largely listed as inhibitors | actives 0.093% (n = 390,000) | AID 602179; note: potency is the fitted concentration of half-maximal effect; % is set by controls: 0 for no effect and ±100 for the full control effect; nearly all actives have a fitted effect of over 65% in size
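IDH1-R132H (0.5 ug/mL) preincubated 30 min with compound, then NADPH (0.016 mM) and alpha-KG (2 mM) added; 80 min at RT, pH 7.5. Remaining NADPH coupled via diaphorase/resazurin to fluorescence (540/590 nm); concentration-response curves normalized to no-enzyme control.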
D2 antag: D2 dopamine receptor (human) antagonism. HEK293 TREx D2 cells, calcium flux, dopamine EC80. inhibition, % at 10 µM. AID 485344. P14416. actives 2% (n = 340,000); in the data active = inhibition above about 30%; note: 0% is about no effect
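Tetracycline-induced HEK293 T-REx cells expressing D2 force-coupled to calcium signalling were dye-loaded, exposed to compound for 180 s, then challenged with an EC80 of dopamine; calcium flux was followed kinetically for a further 180 s.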
TRHR agonist: agonists of human TRH receptor; TRHR cells, calcium flux fluo-8, FDSS agonist mode; actives 0.18% (n = 360,000); activation, % at 2 µM; AID 493084; in the data active = activation above about 30%; note: 0% is about no effect
Target sequence (P34981 whole entry, looked up): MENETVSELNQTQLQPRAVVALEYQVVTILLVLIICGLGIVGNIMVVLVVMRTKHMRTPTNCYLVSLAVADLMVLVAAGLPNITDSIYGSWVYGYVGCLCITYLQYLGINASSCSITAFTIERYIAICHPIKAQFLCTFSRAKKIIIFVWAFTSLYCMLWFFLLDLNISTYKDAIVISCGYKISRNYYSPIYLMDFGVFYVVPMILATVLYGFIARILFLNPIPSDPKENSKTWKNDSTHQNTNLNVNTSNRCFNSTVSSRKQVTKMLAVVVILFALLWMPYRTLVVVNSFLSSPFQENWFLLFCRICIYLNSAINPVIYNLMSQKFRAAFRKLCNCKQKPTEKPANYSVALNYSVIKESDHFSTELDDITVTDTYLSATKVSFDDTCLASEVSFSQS
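Agonist-mode FDSS calcium read (Ex 480/Em 530, 1 s cycles) in 1536-well TRHR cells with fluo-8 dye, after 10-cycle baseline and 23 nL compound addition; TRH at EC20 (10 nM final) added afterwards for the enhancer phase.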
rTrxR1 inhibitor: blocks rat thioredoxin reductase 1. O89049. recombinant rTrxR1, NADPH fluorescence consumption, selenite substrate. Potency, µM (titrated, usually from 114 µM), for the others: top-dose activity change, negative = inhibition, hits mostly inhibitors. actives 1% (n = 390,000). AID 588453; note: potency is the fitted concentration of half-maximal effect; % is set by controls: 0 for no effect and ±100 for the full control effect; nearly all actives have a fitted effect of over 65% in size
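Rat TrxR1 (90 nM in the dispensed reagent) was pre-reduced with 400 uM NADPH for 5 min at room temperature, then incubated with compound for 15 min. After 400 uM selenite was added, NADPH fluorescence (Ex 340/Em 450 nm) was followed for 8 min.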
TRHR PAM: allosteric enhancers of human TRH receptor | TRHR cells, fluo-8 calcium fluorescence, EC20 TRH enhancement | enhancement, % at 2 µM | actives 0.66% (n = 360,000); in the data active = enhancement above about 30%; note: 0% is about no effect
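Enhancer read-out: after compound pinning and an initial kinetic agonist-mode read, an EC20 of TRH (10 nM final) was injected and fluo-8 calcium signal (Ex 480/Em 530) followed at 1 s/cycle for 100 cycles in TRHR-expressing cells.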
PI4K2A block: blocks human PI4K2A kinase activity. AID 1346378. Q9BTU6. actives 0.13% (n = 420,000). activity change, negative = inhibition, % at 76.9 µM. purified PI4K2A, ADP-Glo luminescence, 1 h; stronger effect = lower value; in the data active = activity change below about -50%; inconclusive = mostly about -30% to -49%;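 note: -100% = wells without enzyme as full effect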
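In this quantitative HTS, ADP production by PI4K2A was quantified luminescently after 1 h at ambient temperature; 100 microM adenosine served as plate-quality control.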
* = called active by the depositor; u = inconclusive; x = no result given; & = joins results of further samples; [ ] = dose if it differs, or a comment. Unless noted, calls come from the whole dose curve; as a rule, active = well fitted inhibition curve with a large enough effect; inconclusive = small, poorly fitted or top-dose-only effect; inactive = no such curve, though single readings can be large or run the other way.

structure | D2 agonist | USP1 inh | TrxR1 substrate | IDH1 R132H inh | D2 antag | TRHR agonist | rTrxR1 inhibitor | TRHR PAM | PI4K2A block
CCOC(=O)C1(Cc2ccccc2C)CCCN(C(=O)CCn2nccc2C)C1 (configuration not stated) | 0.0 | -10.4% | -8.2% | 8.4% | -9.4 | 0.4 | 6.6% | 19.0 | -1.5
COc1cccc(NC(=O)CN(C)C(=O)Cn2cnc3ccccc3c2=O)c1 | -0.9 | -10.9% | 2.4% | -1.0% | 5.1 | 1.2 | 9.3% | -9.8 | 3.5
O=C1CCc2cc(S(=O)(=O)Nc3ccccc3)cc3c2N1CC3 | -0.1 | -14.0% | -2.6% | 0.3% | 14.6 | -0.5 | 1.5% | -2.5 | -2.7
COc1ccc(/C(O)=C/C(=O)C(=O)NNC(=O)c2ccccc2)cc1 | 0.2 | -21.3% | 0.4% | 5.3% | -21.7 | 2.0 | -19.9% | 2.8 | -9.0
CC(=O)c1ccc(NC(=O)Cn2nc(C(F)(F)F)c3c2CCC3)cc1 | 0.2 | u | -7.7% | -9.5% | x | -0.2 | 15.4% | 27.7 | 2.1
CCCC1C2C(=O)N(c3ccc(OC)cc3)C(=O)C2ON1c1ccccc1 (configuration not stated) | -0.5 | -8.1% | -12.4% | 1.4% | 10.1 | 0.1 | -10.2% | -4.5 | -2.4
CC1=NN(/C(=N\c2nnc(C)s2)Nc2ccc(C(C)(C)C)cc2)[C@H](c2ccc(C)cc2)S1 | -1.3 | -22.3% | -9.1% | -0.7% | 9.1 | 0.4 | -12.1% | 5.0 | 4.2
O=C1CC(SCc2nc3ccccc3[nH]2)C(=O)N1c1ccc(Cl)cc1 (configuration not stated) | 0.2 | -16.5% | -10.0% | 11.4% | 3.1 | 0.3 | -33.2% | 4.1 | -0.2
CCc1noc(C)c1C(=O)OCC(=O)N(CCOC)c1c(N)n(Cc2ccccc2)c(=O)[nH]c1=O | x | -16.0% | 1.7% | 2.0% | x | -0.7 | 10.5% | -4.5 | -0.5
FC(F)(F)c1ccnc(NCc2ccc(Cl)cc2)n1 | -1.2 | -8.3% | -12.1% | 16.1% | 6.0 | -1.4 | -1.4% | -3.7 | -2.8
N#C/C(=C\c1ccncc1)c1nc2ccccc2o1 | 4.1 | -26.6% | 60.1% | -2.4% | -16.3 | 4.0 | 7.1%[57.1 µM] | 2.9 | 9.7
CCCCCCn1c(SCC(=O)Nc2cc(C)on2)nc2ccccc2c1=O | -1.1 | -24.5% | 0.3% | -0.2% | 3.9 | -0.6 | 8.8% | 1.8 | 4.5
CCN(CC)c1ccc(S(=O)(=O)N2CCOCC2)cc1NC(=O)CN1C(=O)NC2(CCC(C)CC2)C1=O (configuration not stated) | 1.9 | -15.0% | -3.5% | 7.5% | 8.7 | -0.5 | -3.5% | -7.7 | -0.6
COc1ccc(NC(=O)NNS(=O)(=O)c2ccc(Br)cc2)cc1 | -0.4 | -5.8% | -9.6% | -1.5% | 2.3 | -0.6 | -11.3% | -5.4 | 3.9
Cc1cccc(C(=O)OC(C)CN2CCN(C)CC2)c1 (configuration not stated) | -0.1 | -6.2% | -5.7% | 3.5% | -4.5 | -0.3 | 10.4%[57.1 µM] | -0.1 | 2.7
O=C(COC(=O)c1ccc(S(=O)(=O)N2CCc3ccccc3C2)cc1)NC(=O)NCc1ccco1 | 0.6 | -10.7% | -0.3% | 2.6% | 9.0 | 1.8 | 2.1%[57.1 µM] | 11.0 | 0.8
S=c1[nH]nc(CSc2nc3ccccc3s2)n1C1CCCCC1 | -1.2 | -14.4% | -5.4% | 0.1% | -22.2 | -0.4 | -20.4% | 4.3 | 7.3
COC(=O)C1CC(=O)N(c2ccc(C)cc2)C1 (configuration not stated) | -0.8 | -19.1% | 10.6% | 4.6% | 21.9 | -0.5 | 28.7% | 2.7 | 1.6
Cc1cc(C)c(O)c(NC(=S)NC(=O)Cc2ccccc2)c1 | 3.3 | -7.9% | -2.9%[57.1 µM] | 4.2% | -5.8 | 7.3 | -12.3%[57.1 µM] | 10.2 | 3.6
O=C(Cn1cnc2c(nnn2Cc2ccc(Cl)cc2)c1=O)NCC1CCCO1 (configuration not stated) | 0.5 | -0.7% | 3.5% | -3.0% | 11.2 | 1.1 | 7.8% | -2.1 | 3.3

The list goes on; it opens with the 3 that closed the last part.
structure | D2 agonist | USP1 inh | TrxR1 substrate | IDH1 R132H inh | D2 antag | TRHR agonist | rTrxR1 inhibitor | TRHR PAM | PI4K2A block
COC(=O)C1CC(=O)N(c2ccc(C)cc2)C1 (configuration not stated) | -0.8 | -19.1% | 10.6% | 4.6% | 21.9 | -0.5 | 28.7% | 2.7 | 1.6
Cc1cc(C)c(O)c(NC(=S)NC(=O)Cc2ccccc2)c1 | 3.3 | -7.9% | -2.9%[57.1 µM] | 4.2% | -5.8 | 7.3 | -12.3%[57.1 µM] | 10.2 | 3.6
O=C(Cn1cnc2c(nnn2Cc2ccc(Cl)cc2)c1=O)NCC1CCCO1 (configuration not stated) | 0.5 | -0.7% | 3.5% | -3.0% | 11.2 | 1.1 | 7.8% | -2.1 | 3.3
O=c1cc(CN2CCOCC2)c2cc(Cl)c(O)cc2o1 | 0.0 | -12.4% | -0.5% | -4.7% | 10.2 | 0.7 | 21.1% | 7.1 | -4.0
Cc1ccc(C(=O)OCC(=O)Nc2ccc(Cl)cn2)s1 | -0.8 | -15.9% | 3.7% | -11.3% | 17.0 | -0.2 | 17.5% | 1.0 | -0.7
COc1cccc(-c2nc(SCC(=O)NCC3CCCO3)c(-c3ccc(F)cc3)[nH]2)c1 (configuration not stated) | 3.1 | u | 8.8% | 5.7% | x | 3.9 | 8.2% | 1.4 | -0.5
Cc1nn(C)cc1CNC(=O)C1C2CCC(C2)C1C(=O)O (configuration not stated) | 3.6 | x | x | x | -15.8 | 0.7 | x | -1.8 | x
c1cc2c(cc1C1CCCCC1)c1c3n2CCN=C3CCC1 | -4.2 | -24.0% | -8.9% | 8.8% | -9.3 | -0.6 | -11.6% | 7.6 | 1.9
CCc1ccc(C(=O)CC2(O)C(=O)N(CCc3ccccc3)c3ccc(Br)cc32)cc1 (configuration not stated) | x | -24.5% | 2.9% | 1.6% | x | 0.5 | 5.9% | 0.5 | -0.8
CCN(CC)C(=O)C1CCCN(C/C=C/c2ccccc2[N+](=O)[O-])C1 (configuration not stated) | 0.0 | -19.7% | 7.3%[57.1 µM] | -4.5% | -10.8 | 0.1 | 3.5%[57.1 µM] | -10.9 | 5.2
CCc1ccc(NC(=O)CSc2nc(=O)n(CCCN3CCOCC3)c3c2CCCC3)cc1 | -0.5 | -12.4% | 0.9% | -1.5% | 15.1 | -0.9 | -3.8% | -1.2 | 2.3
CC(=O)N1CCCc2cc(S(=O)(=O)N3CCCC(C(=O)NCc4ccccc4)C3)ccc21 (configuration not stated) | -0.7&17.8 | -18.6%&-1.0% | -2.1% | 9.6%&15.0% | 6.0 | -0.2&-0.3 | -8.9% | -4.1&1.1 | -4.0&2.3
CC(C(=O)Nc1ccccn1)(c1ccccc1)c1ccccc1 | 0.4 | -13.3% | 0.9% | 14.8% | 5.2 | -0.9 | 17.5% | -13.3 | 2.7

Continuation:
Values run as follows: D2 agonist | USP1 inh | TrxR1 substrate | IDH1 R132H inh | D2 antag | TRHR agonist | rTrxR1 inhibitor | TRHR PAM | PI4K2A block
COc1ncnc(NS(=O)(=O)c2ccc(N)cc2)c1OC
    0.1 | -13.1% | -6.0% | 6.7% | 2.1 | 0.3 | -12.1% | 8.7 | 3.3&-3.6
CCOC(=O)c1ccc(NC(=O)c2ccc[n+]([O-])c2)cc1
    -1.5 | 5.1% | -4.4% | 0.6% | 9.3 | 0.3 | 3.8% | 4.9 | 2.6
COC(=O)C1CCN(C(=O)Cc2c(OC)ccc3cc(Br)ccc23)CC1
    -0.2 | -16.3% | 5.9% | 4.2% | -8.8 | -0.7 | 38.0% | -2.3 | -2.0
Cc1ccc(NC(=O)CSc2nnc(-c3ccccc3Br)o2)cc1C
    0.0 | -6.9% | -7.7% | 0.3% | -17.1 | 0.2 | 19.1%[57.1 µM] | -2.2 | 1.9
COCCNC(=S)N/N=C(\C)c1ccc(OC(F)F)cc1
    0.0 | -17.2% | -3.3% | -1.1% | -10.0 | -0.3 | 3.2% | 3.2 | 0.4
COc1cc(C(=O)NCC(=O)NCC2COc3ccccc3O2)cc(OC)c1OC (configuration not stated)
    0.6 | -19.3% | -8.2% | -0.7% | -1.1 | 0.0 | -9.9% | -9.3 | 3.8
CC(=O)c1ccc(N2CCN(C(=O)NCc3noc4ccc(C)cc34)CC2)cc1
    -0.6 | -25.9% | -0.6% | -2.6% | x | 0.0 | 17.4% | -6.1 | -0.8
O=C(OCCOCCN=C1NS(=O)(=O)c2ccccc21)c1ccc(F)cc1
    -0.4 | -8.4% | 1.1% | -5.9% | 12.4 | 0.2 | 7.5% | -9.2 | 0.4
CCOCCOC(=O)COc1ccc(N2C(=O)c3ccccc3C2=O)cc1
    0.0 | x | x | x | 10.6 | 0.3 | x | 0.3 | x
COc1ccccc1N(C)S(=O)(=O)c1ccc(C(=O)OCC(=O)N(C(C)C)C(C)C)cc1
    0.0 | -11.5% | -6.9% | -4.9% | -3.2 | 0.2 | 17.1% | -0.6 | -4.2
O=C1C2=C(NC(=S)NC2c2ccc(Cl)cc2)NC(c2ccc(Cl)cc2)N1c1ccc(Cl)cc1 (configuration not stated)
    0.2 | -21.3% | 6.4% | -1.6% | 10.8 | -0.6 | 3.0% | -5.2 | -8.5

Single values from the entries so far:
In rTrxR1 inhibitor, O=C1C2=C(NC(=S)NC2c2ccc(Cl)cc2)NC(c2ccc(Cl)cc2)N1c1ccc(Cl)cc1 (configuration not stated) reads 3.0%
In D2 antag, COCCNC(=S)N/N=C(\C)c1ccc(OC(F)F)cc1 reads -10.0

Compound activity deposited in PubChem by National Center for Advancing Translational Sciences (NCATS).
